Lipid storage S3: qHTS Assay for Lipid Storage Modulators in Drosophila S3 Cells; 320,000 tested, 0.64% active; lipid storage change, negative = inhibition, % at the top dose, mostly 46.1 µM; hits show Potency in µM; Drosophila S3 cells, BODIPY lipid droplet fluorescence, 18-24 h; cells fed with added oleic acid; active means well fitted inhibition curve with a large enough effect in the signal ratio, with a control signal flat, not every such curve was filed as active; inconclusive means small, poorly fitted or top-dose-only effect, or effect the other way, or a change in a side signal; the % refers to the signal ratio
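Laser-scanning cytometry quantifies lipid droplet accumulation (500–530 nm total intensity; droplet/cell object ratio) in oleic acid-fed (400 uM added) Drosophila S3 cells treated with a concentration series. 20 uM Triacsin C defined 100% inhibition.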
Lipid storage S3 cell count max: recorded beside Lipid storage S3, whose call it bears; cell number change, %; measured here: cell count max response;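 cells counted by Cell Tracker Red CMTPX staining in the red channel; peak over a dose series mostly up to 46.1 µM; percent activity relative to internal control wells on each plate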
An asterisk follows results filed as active; i = inactive; u = inconclusive; x = not tested or not shown. On the % scale 0 is the no-effect control and ±100 the full control effect; potency means the concentration at half of the fitted maximal effect. A portion of the library, so the mix of outcomes need not match the whole.

compound | Lipid storage S3 | Lipid storage S3 cell count max
Cc1ccc(N2C(=O)[C@@H]3C(C(=O)C(c4ccccc4)c4ccccc4)=NN[C@@H]3C2=O)cc1 | u | x
CN(Cc1c(F)cccc1Cl)C(=O)CNC(=O)c1cccs1 | i | -6
O=C(CSc1nc2ccccc2n1CC(=O)NCc1ccccc1)NCc1ccco1 | u | x
O=C(Nc1ccc(OC(F)(F)F)cc1)c1ccc2nccnc2c1 | u | x
N#Cc1ccc(OCC(=O)Nc2ccccc2NS(=O)(=O)c2cccs2)cc1 | u | x
CC(=O)N/C(=N/c1nc(C)cc(C)n1)Nc1ccc(C)cc1C | 11% | 16
O=C(Nc1cccc(S(=O)(=O)Nc2ccc(Cl)cc2)c1)c1ccccn1 | u | x
O=C(NNC(=O)C(c1ccccc1)c1ccccc1)c1ccccn1 | u | x

Of the compounds above, 5 have nitrogen in an aromatic ring.
compound | Lipid storage S3 | Lipid storage S3 cell count max
O=C(CSc1nc2ccccc2n1CC(=O)NCc1ccccc1)NCc1ccco1 | u | x
O=C(Nc1ccc(OC(F)(F)F)cc1)c1ccc2nccnc2c1 | u | x
CC(=O)N/C(=N/c1nc(C)cc(C)n1)Nc1ccc(C)cc1C | 11% | 16
O=C(Nc1cccc(S(=O)(=O)Nc2ccc(Cl)cc2)c1)c1ccccn1 | u | x
O=C(NNC(=O)C(c1ccccc1)c1ccccc1)c1ccccn1 | u | x

Next entries.
compound | Lipid storage S3 | Lipid storage S3 cell count max
CC(C)(C)n1cnnc1Sc1ccc([N+](=O)[O-])cn1 | u | x
O=C(COC(=O)c1cccs1)Nc1ccccc1Cl | 16µM* | 2.9*
CC1CC(C)(C)NC(=S)N1CCCC(=O)Nc1ccc(F)cc1 (stereo not given) | u | x
CCOC(=O)N1CCN(C(=O)CCNS(=O)(=O)c2ccccc2)CC1 | 20% | 3
O=c1[nH]c(=O)n(-c2ccccc2)c2c1C(C(F)(F)F)(C(F)(F)F)N=C(C1CCCCC1)N2 | -8% | -1
CCCc1ccc(S(=O)(=O)NCC2CCCN2CC)cc1 (stereo not given) | -2% | 12
CCC(CC)NC(=O)CN1CCN(S(=O)(=O)c2ccc(Br)s2)CC1 | u | x
CN1C(=O)C(C)(C)c2cc(S(=O)(=O)N3CCCC(C(=O)NCc4ccccc4Cl)C3)ccc21 (stereo not given) | -14% | 8

Further compounds
compound | Lipid storage S3 | Lipid storage S3 cell count max
COC(=O)C1=C(C(=O)OC)[C@@H]2N(C)c3ccc(OC)cc3[C@@]23C[C@@H](C(=O)OC)N(C(=O)c2ccc(Br)cc2)C3=N1 | 0% | 6
CC(=O)C1=C(O)C(=O)N(Cc2ccco2)C1c1ccccc1F (stereo not given) | 2% | 4
CCOc1ccc(NC(=O)CSc2nccn2C)cc1 | 8% | 7
O=c1cc(C(F)(F)F)[nH]c2ccc(C(F)(F)F)cc12 | -1% | 23
CCN(CC)CCN1C(=O)C(=O)/C(=C(/O)c2ccc(F)cc2)C1c1ccncc1 (stereo not given) | -1% | 0
CCOC(=O)COc1cccc2c(=O)n(CC(=O)N3CCC(C)CC3)ccc12 | -5% | 0
O=c1oc2ccccc2c(N2CCCCC2)c1CN1CCCC1 | 7% | 20
O=C1CSC(=S)N1/N=C/c1ccc(O)c([N+](=O)[O-])c1 | 6% | -9

Structural class, those above with an aryl thioether with sulfur outside any ring (three)
compound | Lipid storage S3 | Lipid storage S3 cell count max
O=C(CSc1nc2ccccc2n1CC(=O)NCc1ccccc1)NCc1ccco1 | u | x
CC(C)(C)n1cnnc1Sc1ccc([N+](=O)[O-])cn1 | u | x
CCOc1ccc(NC(=O)CSc2nccn2C)cc1 | 8% | 7

Next compounds
compound | Lipid storage S3 | Lipid storage S3 cell count max
O=C(CN1CCN(Cc2ccccc2)CC1)Nc1cccc(Cl)c1 | u | x
Cc1ccc(N2CC(C(=O)OCc3ccccc3)CC2=O)cc1 (stereo not given) | u | x
CCn1cc(-c2nnnn2-c2ccc(Cl)cc2)c(=O)c2ccccc21 | 2% | -1
CCC(CC)NC(=O)C1CCN(c2ccc(S(=O)(=O)N3CCOCC3)cc2[N+](=O)[O-])CC1 | u | x
COc1ccc(NC(=O)CC2C(=O)OCC3CCCCN32)cc1Cl (stereo not given) | 0% | 1
COc1ccc(C)c2sc(=NC(=O)c3ccc(C(C)=O)cc3)n(C)c12 | 0% | -4
CC(C)C(=O)NNC(=O)c1c(O)c2ccccc2[nH]c1=O | u | x
CCOC(=O)COc1nc(C)cc(C(F)(F)F)c1C#N | 11% | 7

(further entries)
compound | Lipid storage S3 | Lipid storage S3 cell count max
COc1ccc(C(=O)N/N=C/c2cccnc2)cc1 | -4% | -11
COc1cccc(N2CCN(CC(=O)NCc3ccccc3)CC2)c1 | u | x
O=C(c1cccc(C(F)(F)F)c1)N1CCN(c2cc(=O)[nH]nc2-c2ccccc2)CC1 | 7% | 2
COc1ccc(CCNC(=O)c2ccc(Cl)c(S(=O)(=O)N(C)c3ccccc3)c2)cc1 | 5% | 12
COc1ccc(S(=O)(=O)N2CCN(CCO)CC2)cc1-c1nnc2c3ccccc3c(C)nn12 | 0% | -18
Cc1ccc(N(C(=O)C(F)(F)F)C(C(=O)NC2CCCCC2)c2cccs2)cc1C (stereo not given) | u | x
COc1cccc(CC2(CO)CCN(Cc3ccc4cccc(F)c4n3)CC2)c1 | u | x
O=C(CCc1nc2ccccc2c(=O)[nH]1)Nc1cc(C(F)(F)F)ccc1N1CCCC1 | -18% | 0

Next part
compound | Lipid storage S3 | Lipid storage S3 cell count max
COc1cc([N+](=O)[O-])cc2sc(NC(C)=O)nc12 | -12% | -15
CC1Nc2ncnc(N3CCN(c4ccccc4)CC3)c2N(Cc2ccc(Cl)cc2)C1=O (stereo not given) | u | x
CCCCNC(=O)CSc1nc2ccsc2c(=O)n1CCCC(=O)NCCc1ccc(S(N)(=O)=O)cc1 | u | x
CCOc1ccc(CCNC(=O)c2ccc(CS(=O)Cc3ccccc3Cl)o2)cc1 (stereo not given) | 16% | -4
O=C(Nc1ccc(S(=O)(=O)Nc2ncccn2)cc1)c1ccc(Br)s1 | i | 26
COc1ccc(Nc2ccc(S(=O)(=O)N3CCCCC3)cc2[N+](=O)[O-])cc1Cl | u | x
Cc1ccc(C(=O)COC(=O)CNC(=O)c2ccc(Br)o2)cc1[N+](=O)[O-] | 5% | 6
CC1C(=O)N2CCCc3cc(S(=O)(=O)N(C)CCC#N)cc1c32 (stereo not given) | i | 21

The list continues:
compound | Lipid storage S3 | Lipid storage S3 cell count max
COc1cc(-c2noc(CCCC(=O)Nc3cccnc3)n2)cc(OC)c1OC | 4% | 5
Cc1nn(-c2ccccc2)c(NC(=O)C(C)C)c(-c2ccccc2)c1=O | -16% | -10
CC(C)(C)NC(=O)CN(C(=O)CCC(=O)Nc1nccs1)c1ccc2c(c1)OCCO2 | u | x
COc1ccc(S(=O)(=O)N(C)c2ccc(C(=O)NCc3ccccn3)cc2)cc1OC | 1% | 21
CC(C)C(OC(=O)c1cccs1)C(=O)NCc1ccccc1 (stereo not given) | -20% | -2
COc1ccc(/C=N/NC(=O)c2ccco2)cc1Cn1nc(C)cc1C | u | x
Cc1ccc(S(=O)(=O)NC(=O)NC(C)(C)C)cc1 | -3% | -5
Cc1ccccc1CNc1ccc(C(CC(N)=O)NC(=O)c2ccccc2)cc1[N+](=O)[O-] (stereo not given) | u | x

Continued:
compound | Lipid storage S3 | Lipid storage S3 cell count max
OC(CN1CCCCC1)CN1CCCCC1 | 4% | x
COc1ccc(CNC(=O)c2ccccc2SC)cc1 | u | x
COc1ccccc1NC(=O)CN1C(=O)COc2ccc(S(=O)(=O)N3CCCCCC3)cc21 | u | x
CC(C(=O)Nc1ccc(F)c(F)c1F)N(C)CCOc1ccccc1 (stereo not given) | u | x
CC(C)(C)c1nc2ccccc2[nH]1 | u | x
CCCCCCCCCCCCOC1OC(CO)C(O)C(O)C1NC(C)=O (stereo not given) | u | x
S=c1[nH]nc(-c2cccnc2)n1/N=C/C(Cl)=C\c1ccccc1 | u | x
Cc1c(Cl)cccc1NC(=O)CN1CCC(C(O)(c2ccccc2)c2ccccc2)CC1 | u | x

Later entries
compound | Lipid storage S3 | Lipid storage S3 cell count max
COc1ccc(/C=N/N2CCOCC2)cc1OCc1ccccc1 | 12% | -4
Clc1cccc(CSc2nnc([C@@H]3CCCN3)o2)c1 | u | x
Cc1ccc(C2C(C#N)=C(N)OC3=C2C(=O)CCC3)s1 (stereo not given) | -17% | -19
CCOc1ccc(C(CC(=O)O)NC(=O)C23CC4CC(CC(C4)C2)C3)cc1OC (stereo not given) | u | x
COc1ccccc1CN1CCNC(=O)C1CC(=O)NCCCn1cccn1 (stereo not given) | -4% | -4
Cc1cccc(NS(=O)(=O)c2cc(C(=O)NCc3ccccn3)ccc2C)c1 | u | x
Cc1ccc(S(=O)(=O)NC(C(=O)N2CCOCCOCCOCCOCC2)C(C)C)cc1 (stereo not given) | i | -9
O=C(C1CCCCC1)N1CCC(n2nnc3ccccc32)CC1 | u | x

(next part)
compound | Lipid storage S3 | Lipid storage S3 cell count max
COc1ccc(/C=N/NC(=O)CNc2ccc(Br)cc2)c(C(=O)O)c1OC | 2% | 10
Cn1c(CC(=O)NCCO)c(Sc2ccccc2)c2ccccc21 | -11% | -10
O=C1CNC(=O)N1c1ccc(Cl)cc1 | 7% | 10
Cc1cccc(N(Cc2cc3ccccc3[nH]c2=O)C(=O)c2ccco2)c1C | 9% | -17
Cc1c(NC(=O)OCCNC(=O)Nc2ccccc2)sc(=S)n1C | u | x
CC(C)(C)CC(=O)NCCc1csc(-c2ccccc2)n1 | i | x
COc1ccc(/C=C(\NC(=O)c2cccs2)C(=O)NN)cc1OC | u | x
Cc1ccc2c(c1)SC1=NC(c3ccccc3)(C(F)(F)F)NC(=O)N12 (stereo not given) | -5% | x

(next part)
compound | Lipid storage S3 | Lipid storage S3 cell count max
O=C(NCc1cccnc1)c1ccccc1Br | i | x
CC(=O)NC(Cc1ccc(F)c(F)c1)C(=O)NC1CCN(C(=O)c2ccc(C)cc2)CC1 (stereo not given) | 6% | 28
Cc1ccc(NC(=O)c2cc(C)no2)cc1 | u | x
CC1(C)CC(N=C2C([N+](=O)[O-])=CC=C3C2=NC2(CCCCC2)N3O)CC(C)(C)N1 | -6% | 15
CCOc1ccc(NC(=S)NCc2ccc3[nH]c(C)cc3c2)cc1 | u | x
O=C(CCN1C(=O)c2ccccc2C1=O)N1CCC(c2ccccc2)C1 (stereo not given) | u | x
CCc1c(C)sc(NC(=O)c2cccs2)c1C#N | -1% | -16
O=C(CSc1nc2cc(Cl)ccc2o1)c1cccs1 | u | x

Remaining list, next part:
compound | Lipid storage S3 | Lipid storage S3 cell count max
CCCCC(CC)CNC(=O)C1CCCN(S(=O)(=O)c2cnc[nH]2)C1 (stereo not given) | -18% | 15
Cc1cc(NC(=O)CSc2nc3c(c(=O)n2-c2ccc(Br)cc2)SCC3)no1 | 6% | 19
O=C(NC(=O)N1CCCc2ccccc21)c1ccccc1 | u | x
COCCN1C(=O)/C(=C/c2cc3c(cc2Br)OCO3)NC1=S | -5% | -9
Cc1nc2sccn2c(=O)c1Br | -4% | -9
O=C(c1ccccc1)N1CCCC(C(=O)N2CCCCC2)C1 (stereo not given) | i | x
Cc1ccc(S(=O)(=O)N2CCN(Cc3ccco3)CC2)c(C)c1 | u | x
Cc1ccc(CNC(=O)CS(=O)Cc2nc(-c3cccs3)oc2C)cc1 (stereo not given) | u | x

Later entries
compound | Lipid storage S3 | Lipid storage S3 cell count max
CCC1=NN(C(=O)c2ccc(Br)cc2)C(O)(c2ccc(C)cc2)C1 (stereo not given) | u | x
CCOC(=O)c1nn(-c2ccccc2C)c2nc(-c3ccc(Cl)cc3)c(C#N)c(=O)n12 | u | x
CS(=O)(=O)N(Cc1ccccc1)c1ccccc1C(=O)O | u | x
O=C(Cc1ccc(Br)cc1)NCCN1CCOCC1 | -13% | x
COC(=O)c1cc(S(=O)(=O)NCC2CCN(Cc3cc(C)ccc3C)CC2)c[nH]1 | i | 4
CCCc1nnc(NC(=O)c2c(O)c3cccc4c3n(c2=O)CC4)s1 | i | 12
O=C(NNC(=O)C1CCN(S(=O)(=O)c2ccc(Cl)cc2)CC1)c1ccccc1 | 18% | 0
O=C1CCCc2nn(-c3ccccc3)c(-c3ccncc3)c21 | 1% | -14

The results go on:
compound | Lipid storage S3 | Lipid storage S3 cell count max
Cc1ccccc1OCCCC(=O)Nc1ccc(N2CCOCC2)cc1 | 17% | -15
CC(C)(C)n1ncc2c(=O)n(CC(=O)N3CCCC3)cnc21 | u | x
CC(C)c1nnc(SCC(=O)NC(C)(C)C)n1C | 12% | 4
CCOC(=O)c1cc(-c2ccccc2)sc1NC(=O)C(C)C | u | x
CC(C)Cc1nc(SCC(=O)NCC2CCCO2)c2c(=O)n(C)c(=O)n(C)c2n1 (stereo not given) | -14% | 20
COC(=O)c1ccc(=O)c2nc3/c(=C/O)c(O)cc(=O)c3[nH]c12 | 14% | x
CCN1CCCC1CNC(=O)Cn1nc(C)n2c(cc3cc(F)ccc32)c1=O (stereo not given) | -15% | x
Nc1nnc(SCCCC(=O)c2ccccc2)s1 | -1% | 1

Going on with the list:
compound | Lipid storage S3 | Lipid storage S3 cell count max
COc1ccc(NC(=O)CCl)cn1 | u | x
Cc1ccc(C(=O)NC(=S)Nc2cccc3nsnc23)cc1 | u | x
COC(=O)c1cc(S(=O)(=O)NCCN2CCOCC2)cn1C | i | x
COc1ccc(OCC(=O)Nc2ccc3c(c2)C(=O)NC3=O)cc1 | u | x
COc1cc(C(c2sc3ncnn3c2O)N2CCN(c3ccccc3F)CC2)cc(OC)c1OC (stereo not given) | 2% | 15

Screening results deposited in PubChem by National Center for Advancing Translational Sciences (NCATS).
